TcdB inh: TcdB glycohydrolase inhibitors, primary screen, biochemical, single point, plate reader; TcdB glycohydrolase enzymatic assay; inhibition, % at 9.99 µM; hit rate 0.24% among 350,000; in the data active = inhibition above about 10%
SSB-PriA inh: inhibitors of Klebsiella pneumoniae PriA binding to SSB C-terminal tail, primary screen, biochemical, AlphaScreen. AlphaScreen SSBct-PriA binding, biotinylated peptide. inhibition, % at 33 µM. PriA–SSB C-terminal tail interaction (Klebsiella pneumoniae). hit rate 0.6% among 430,000; in the data active = inhibition mostly above about 37%, no sharp cut-off; inactive = mostly below about 20%;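 also: plate controls were negative control peptide for no effect and reference peptide for full effect; strong numbers were not always called active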
3CLpro inhibitor: SARS-CoV 3CLpro protease inhibitors, primary screen, biochemical, quenched FRET; hit rate 0.14% among 290,000; recombinant SARS-CoV 3CLpro, quenched FRET peptide cleavage; Replicase polyprotein 1ab (Severe acute respiratory syndrome coronavirus), P0C6X7; inhibition, % at 6 µM; in the data active = inhibition above about 12%
Anthrax LF prot: Bacillus anthracis LF protease inhibitors, primary screen, biochemical, multiplex microsphere, MLPCN library; Lethal factor (Bacillus anthracis), P15917; multiplex microsphere protease cleavage assay; inhibition, % at 10 µM; hit rate 0.12% among 360,000; also: plate controls were buffer without enzyme for full effect and enzyme alone for no effect
PfHsp40 rescue: rescue of yeast from PfHsp40 toxicity, primary screen, S. cerevisiae, ATP luminescence | S. cerevisiae expressing PfHsp40, growth rescue | growth rescue, % at 12.5 µM | hit rate 0.68% among 340,000; in the data active = growth rescue above about 28%, passing the limit was not always enough;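 also: yeast W303a lacking pdr1 and pdr3 grown in galactose medium; growth measured after three days at 30 °C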
BoNT-A LC inh2: BoNT/A light chain protease inhibitors, primary screen, biochemical, flow cytometry, MLPCN library; Botulinum neurotoxin type A light chain protease (Clostridium botulinum A str. ATCC 3502); multiplex microsphere protease substrate cleavage; inhibition, % at 10 µM; hit rate 0.17% among 360,000; AID 588499, 2011; also: plate controls were buffer without enzyme for full effect and enzyme alone for no effect
PrPC TRFRET: inhibitors of human cell surface prion protein PrPC, primary screen, cell-based, TR-FRET. Major prion protein (Homo sapiens), P04156. AID 720596, 2013. TR-FRET read-out. hit rate 0.43% among 370,000. inhibition, % at 13.8 µM; in the data active = inhibition above about 24%; also: 0% = median of the test wells and 100% = reference compound wells
BH1578 lux ind: inducers of Vibrio cholerae quorum light production without autoinducers, primary screen, BH1578 luxS cqsA deficient, single point; V. cholerae BH1578 lux reporter, luminescence, 6 h; activation, % at 18.7 µM; hit rate 0.16% among 350,000; in the data active = activation mostly above about 9.7%, no sharp cut-off; also: not every result past the cut was called active; inactives centre near 0; reference of the scale not given here
Yp Topo-I inh: Yersinia pestis topoisomerase I inhibitors, primary screen, biochemical, cleavage product accumulation, plate reader, single point. Y. pestis Topo-I cleavage product accumulation. activity, % at 10 µM. hit rate 0.064% among 360,000; in the data active = activity above about 50%, passing the limit was not always enough; also: inactives centre near 2
* marks the source's active call; other numbers are inactive results; i = inactive; nt = not tested or not shown. Rule as the data show it, unless noted: active = inhibition above about 30%; inconclusive = no clear call, values can overlap the other calls; inactive = below that. This is a subset; rates above refer to the full screens.

SMILES | TcdB inh | SSB-PriA inh | 3CLpro inhibitor | Anthrax LF prot | PfHsp40 rescue | BoNT-A LC inh2 | PrPC TRFRET | BH1578 lux ind | Yp Topo-I inh
O=S1(=O)c2cccc3cccc(c23)N1CCBr | 0.9 | -32 | -5 | -1 | -0.1 | 0.9 | -2 | -0.6 | -9
OCCC1CN(Cc2cccc(C(F)(F)F)c2)CCN1Cc1ccccc1 (stereo not given) | 1.2 | -7 | 4 | -6 | -1.0 | 0.5 | -5 | -0.5 | 10
CCOC(=O)C1=C(CSc2nncn2C)NC(=O)NC1c1cc(OCC)ccc1OCC (stereo not given) | nt | -3 | -2 | 1 | 0.7 | 0.1 | -3 | i | 1
COc1cc(C(=O)OCC(=O)Nc2ccccc2)cc2c1OCCO2 | 1.0 | nt | nt | 5 | nt | 0.1 | -6 | i | -3
O=c1c(Cl)c(N/N=C/c2ccc(Cl)cc2)cnn1-c1ccccc1 | nt | nt | -3 | -1 | 1.4 | -0.2 | -2 | -0.6 | 38
O=C(CCC(=O)Nc1ccc(Br)cc1)N/N=C/c1ccccc1F | -1.0 | nt | -9 | -3 | 2.6 | 1.2 | 3 | i | 1
COc1ccc(-c2nnc(SCc3ccccc3)n2N)cc1 | nt | -18 | 0 | -2 | 1.2 | 0.1 | -11 | i | 7
CSc1ccc(CN2CCC(Oc3ccc(C(=O)N4CCCC4)cc3)CC2)cc1 | 0.0 | 1 | 2 | -2 | 2.2 | -0.3 | -16 | -0.2 | 31
CC1CN(C(=O)c2ccccc2OCc2ccccc2Cl)CC(C)O1 (stereo not given) | -0.1 | -5 | nt | 2 | 0.9 | 0.8 | 4 | 0.0 | 2
CC(C)(C)NC(=O)NC(=O)CSc1ncc(C(F)(F)F)cc1Cl | 2.4 | 0 | -2 | -3 | 0.9 | -0.4 | nt | i | 22
N#Cc1ccc(S(=O)(=O)N2CCN(C(=O)[C@@H]3CCCN3C(=O)c3cccs3)CC2)cc1 | 0.2 | 8 | nt | -5 | 0.3 | -0.1 | -5 | -0.7 | 15
CCCCC(=O)Nc1ccc(NC(=O)c2cnccn2)cn1 | 3.2 | -10 | -4 | 3 | -1.2 | -0.9 | 10 | 0.9 | -4
CCCNS(=O)(=O)c1ccc(NC(=O)c2cccnc2)cc1 | nt | -21 | 3 | 0 | -1.0 | 0.5 | 0 | -0.3 | 6
CCCCn1c(N)c(N(CCOC)C(=O)c2cc(S(=O)(=O)N3CCOCC3)ccc2Cl)c(=O)[nH]c1=O | 1.1 | 3 | nt | 4 | -1.7 | 0.0 | -7 | 7.1 | 4
C=CCn1c(=O)c2ccccc2n2c(SCC(=O)Nc3cc(C)on3)nnc12 | nt | -12 | 5 | 3 | 0.6 | -0.8 | -4 | i | 2
O=C(CN1C(=O)CSc2ncccc21)Nc1ccccc1F | 0.6 | -17 | -1 | 3 | -0.1 | -1.6 | 2 | i | 6
CN(CC(=O)NCC1CCCCC1)S(=O)(=O)c1ccc(Cl)cc1 | 1.7 | -4 | 1 | 10 | 0.3 | -0.9 | 3 | -5.6 | 14
Cc1cccc(Nc2nc(-c3ccccc3)cs2)n1 | 2.1 | 0 | 1 | 12 | 7.0 | 5.3 | -4 | 0.7 | -6
O=C(CNS(=O)(=O)c1cccs1)N1CCN(c2ccccc2F)CC1 | -0.7 | -9 | -1 | 2 | -0.5 | -2.1 | 0 | 0.8 | -3
COc1ccc(/C=C(\NC(=O)c2ccccc2)C(=O)NCCN2CCOCC2)cc1 | 0.7 | 10 | 0 | -2 | -1.8 | -2.9 | -6 | i | -4
COC(=O)c1sc(NC(=O)c2ccco2)c(C#N)c1C | 0.2 | -5 | -2 | 0 | -0.1 | 1.1 | 8 | 1.3 | -1
O=C(/C=C/c1ccc(O)cc1)c1ccccc1 | 15* | -12 | -1 | 3 | 1.5 | -0.7 | 8 | -0.5 | -2
Cc1c(OCC(=O)N2CCC(C(=O)O)CC2)ccc2c1oc(=O)c1ccccc12 | -1.9 | -2 | -1 | -1 | -1.1 | 0.7 | -2 | -0.6 | 3
COc1ccc(OCC(=O)OCC(=O)NC2CCCCC2C)cc1 (stereo not given) | -0.3 | -23 | nt | 0 | -0.3 | -4.3 | 4 | -0.3 | -3
COc1ccc(NC(=O)Cc2ccc(-c3ccccc3)cc2)cn1 | -0.2 | -5 | 3 | -2 | 86* | -0.2 | 8 | i | 1
CCCCn1c(SCC(=O)N2CCCC2=O)nc2cc(S(N)(=O)=O)ccc21 | 0.5 | -2 | nt | -3 | -1.1 | 0.6 | 10 | i | 9
COc1cc(-c2cc(C(=O)Nc3cc(S(=O)(=O)N4CCOCC4)ccc3C)c3ccccc3n2)cc(OC)c1OC | 0.2 | -4 | nt | 6 | -0.5 | -3.8 | 4 | i | 10
CCCC1C2C(=O)N(c3cccc(C)c3)C(=O)C2ON1c1ccccc1 (stereo not given) | 0.8 | -5 | -1 | -5 | -0.5 | -2.1 | -3 | -0.4 | -5
COc1cc(/C=C2\NC(=S)N(C)C2=O)ccc1OCc1ccccc1F | -0.1 | -13 | 2 | -12 | -1.1 | -1.8 | -4 | -0.7 | -1
Cc1ccc(NC(=O)n2ncc3c(C)cccc32)cc1F | -0.9 | -9 | 4 | 4 | -1.3 | -0.6 | -1 | -2.2 | 1
CCCCn1c(SCC(=O)NCc2ccc3c(c2)OCO3)nnc1C(CC)N(C)C (stereo not given) | 1.1 | -5 | nt | 7 | 0.1 | 1.8 | -3 | i | 0
COc1ccc(CCNC(=O)C(=O)NCC2OCCN2S(=O)(=O)c2cccs2)cc1OC (stereo not given) | 0.9 | -2 | -2 | 1 | -2.1 | 1.0 | 1 | i | 7
CNc1cc(C(=O)Nc2cccc(OCc3ccccc3)c2)ncn1 | 1.3 | nt | nt | 1 | nt | 0.3 | 4 | 0.7 | -5
COc1ccc(NC(=O)c2oc3ccccc3c2CSC)cn1 | 7.6 | -8 | -3 | 3 | -1.8 | -0.8 | 4 | -6.2 | 19
COc1ccc(C(C)(C)NC(=O)C2CCC(=O)N(C3CC3)C2)cc1OC (stereo not given) | 0.2 | -13 | -2 | 0 | 4.3 | -2.9 | -4 | -0.1 | 8
CCc1nn(C(C)C(=O)NC(C)CCc2ccco2)c(=O)c2cc3occc3n12 (stereo not given) | nt | -19 | 1 | -5 | -0.8 | -1.1 | nt | -1.7 | 22
O=C(Cc1ccc(Br)cc1)N1CCCCCC1 | nt | -4 | -4 | 4 | 0.5 | -0.1 | -3 | i | 8
COc1ccc(S(=O)(=O)Nc2ccccc2C)cc1C(=O)N1CCOCC1 | 0.1 | -1 | 2 | -1 | -0.4 | -0.3 | 3 | -0.1 | 0
Cc1cc(S(=O)(=O)NCc2cccs2)ccc1-n1cnnn1 | nt | 7 | 0 | 0 | -0.4 | -0.9 | -5 | i | -1
CCOC(=O)C1=C(COC(=O)CCc2ccc(F)cc2)NC(=O)NC1C (stereo not given) | 2.0 | -2 | nt | 3 | 1.9 | -1.8 | -6 | i | 6
O=C(c1ccc([N+](=O)[O-])s1)N1CCN(c2ncccn2)CC1 | -0.8 | nt | nt | -6 | nt | 0.1 | -47 | -3.0 | -7
CCOC(=O)C1CCN(Cc2nc3ccccc3c(=O)n2-c2ccc(OCC)cc2)CC1 | nt | -16 | 0 | 3 | -0.3 | -0.2 | -9 | i | 17
CCn1cc(/C=C(\NC(=O)c2cc(OC)c(OC)c(OC)c2)C(=O)NCCCN2CCOCC2)c2ccccc21 | -0.1 | -8 | -5 | -1 | -0.3 | -3.7 | 4 | i | 5
COc1ccc(/C(C)=N/Nc2nc(C)cc(-c3ccccc3)n2)cc1 | 0.2 | nt | nt | -3 | nt | -0.1 | 1 | i | -2
COc1ccc(N=Cc2c(O)[nH]c3ccccc23)cc1 | nt | 9 | -1 | 3 | 7.9 | -0.2 | -9 | -0.3 | -9
CC(C)Oc1cccc(C(=O)N/N=C/c2coc3ccccc3c2=O)c1 | -0.6 | nt | 1 | -4 | -0.7 | 4.7 | -3 | -0.3 | -10
CC1CN(S(=O)(=O)c2cc(C(=O)N(CCc3ccccc3)Cc3ccccc3)ccc2Cl)CC(C)O1 (stereo not given) | 1.0 | -2 | nt | -5 | 1.2 | 1.6 | 2 | 0.5 | 7
O=C(NCC(=O)N(c1ccc2c(c1)OCCO2)C(C(=O)NC1CCCC1)c1ccco1)c1ccco1 (stereo not given) | nt | -12 | 1 | -2 | -0.2 | 0.0 | 0 | i | -4
CCC(C)c1ccccc1N1CC(C(=O)Nc2ccc(S(=O)(=O)N3CCOCC3)cc2)CC1=O (stereo not given) | 0.7 | 3 | nt | -3 | 1.8 | -1.8 | -10 | i | 13
CCCCc1c(-c2ccccc2OC)ncn1CCc1cccc(OC)c1 | 2.4 | nt | nt | -12 | nt | -0.2 | 2 | nt | nt

Five compounds picked at random from the list so far:
SMILES | TcdB inh | SSB-PriA inh | 3CLpro inhibitor | Anthrax LF prot | PfHsp40 rescue | BoNT-A LC inh2 | PrPC TRFRET | BH1578 lux ind | Yp Topo-I inh
CCCCc1c(-c2ccccc2OC)ncn1CCc1cccc(OC)c1 | 2.4 | nt | nt | -12 | nt | -0.2 | 2 | nt | nt
COc1ccc(N=Cc2c(O)[nH]c3ccccc23)cc1 | nt | 9 | -1 | 3 | 7.9 | -0.2 | -9 | -0.3 | -9
CC1CN(S(=O)(=O)c2cc(C(=O)N(CCc3ccccc3)Cc3ccccc3)ccc2Cl)CC(C)O1 (stereo not given) | 1.0 | -2 | nt | -5 | 1.2 | 1.6 | 2 | 0.5 | 7
CCn1cc(/C=C(\NC(=O)c2cc(OC)c(OC)c(OC)c2)C(=O)NCCCN2CCOCC2)c2ccccc21 | -0.1 | -8 | -5 | -1 | -0.3 | -3.7 | 4 | i | 5
COc1ccc(/C(C)=N/Nc2nc(C)cc(-c3ccccc3)n2)cc1 | 0.2 | nt | nt | -3 | nt | -0.1 | 1 | i | -2

(cont.)
SMILES | TcdB inh | SSB-PriA inh | 3CLpro inhibitor | Anthrax LF prot | PfHsp40 rescue | BoNT-A LC inh2 | PrPC TRFRET | BH1578 lux ind | Yp Topo-I inh
COc1ccc(C(=O)NNC(=S)NC(=O)/C=C/c2cccs2)cc1 | -0.8 | -18 | 1 | 1 | 74* | -1.6 | 6 | i | 4
Cc1ccc(NC(=O)c2ccccc2Br)cc1S(=O)(=O)N(C)C | 4.1 | -11 | 1 | 0 | -0.5 | -0.4 | -4 | i | -15
CCc1ccccc1N(CC(=O)Nc1cccnc1)S(=O)(=O)c1ccccc1 | 1.7 | 2 | 11 | 2 | -2.5 | 0.2 | -9 | i | 0
COc1ccc(NC(=O)Cc2ccsc2)c(OC)c1 | 0.8 | 0 | 0 | -18 | -1.4 | -1.2 | -1 | i | 0
CN(CCOc1ccc(-c2ccn(S(=O)(=O)c3cccc4ccccc34)n2)cc1)c1ccccn1 | nt | -15 | 0 | -1 | 0.6 | -0.3 | 4 | 2.1 | -7
COc1ccc(N(CC(O)CN2C(=O)NC(C)(C)C2=O)S(=O)(=O)c2ccccc2)cc1 (stereo not given) | nt | 7 | 0 | 0 | 1.0 | -0.7 | -3 | 5.6 | 0
O=C(c1ccccc1)c1cccn1CC(=O)N1CCN(C2CCCCC2)CC1 | nt | 3 | 3 | -2 | 0.0 | -0.1 | 3 | i | 14
COC(=O)C1=C(C(=O)OC)C2C=CC1C1C(OC(C)=O)C(OC(C)=O)C21 (stereo not given) | 2.3 | nt | nt | -7 | nt | -0.7 | 5 | 0.9 | 2
CS(=O)(=O)N(Cc1ccccc1Cl)c1ccc(C(=O)NCc2cccnc2)cc1 | 0.5 | 1 | 1 | -1 | -0.7 | 0.2 | 1 | -2.3 | 2

Screens as filed in PubChem.
